14-3-3 PPI: alters human 14-3-3 gamma binding to Raf peptide; AID 422; 0.19% of 160,000 active; P61981; inhibition, % at 40 µM; FP, 14-3-3gamma / TMR-pS259-Raf peptide binding; in the data active means inhibition above about 30%;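 further: 0% = protein plus tracer without compound and 100% = blank with tracer alone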
Target sequence (P61981 whole entry, looked up): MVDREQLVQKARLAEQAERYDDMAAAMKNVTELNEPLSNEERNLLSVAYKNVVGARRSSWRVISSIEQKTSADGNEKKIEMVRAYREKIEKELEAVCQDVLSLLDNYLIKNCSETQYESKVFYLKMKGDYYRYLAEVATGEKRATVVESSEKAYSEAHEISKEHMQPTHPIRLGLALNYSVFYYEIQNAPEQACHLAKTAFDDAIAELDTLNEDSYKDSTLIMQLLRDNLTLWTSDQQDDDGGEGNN
* hit, by the source's call; & = joins results of further samples. Not all compounds are listed, so the mix of outcomes need not match the whole.

SMILES | 14-3-3 PPI
CCOC(=O)c1c(C)oc2c(Cl)cc(NS(=O)(=O)c3ccccc3C)cc12 | -1
CCOC(=O)c1cc2occc2n1CC(=O)Nc1ccc(OC)cc1OC | -2
C[N+](C)(CCCCCC[N+](C)(C)CCCN1C(=O)c2cccc3cccc(c23)C1=O)CCCN1C(=O)c2cccc3cccc(c23)C1=O | 1
Cc1nc(SCCOc2ccc(C(C)(C)C)cc2)c2ccccc2n1 | 0
CCCCNC(=O)CN1CCN(Cc2cccc(Cl)c2)C1=O | -5
FC(F)(F)c1cc(-c2ccco2)nc(NCc2ccccc2)n1 | -13
O=C1CC(N(O)c2ccccc2)C(=O)N1Cc1ccccc1 (centres undefined) | 6
COc1ccccc1CNc1ccc(N2C(=O)C3CCCCC3C2=O)cc1[N+](=O)[O-] (centres undefined) | -24
CC(=O)Nc1cccc(Cn2cccn2)c1 | 0
COc1cc(C)nc(N(Cc2ccccc2)S(=O)(=O)c2ccccc2)n1 | -1&-6
COc1ccc(OC)c(C(O)c2nc3ccccc3n2C(C)C)c1 (centres undefined) | 7
CCOC(=O)C1C(=O)CC(O)(c2ccccc2)CC1c1ccc(OC)cc1 (centres undefined) | -3

Quoted at random: 3 entries already listed, in no set order.
SMILES | 14-3-3 PPI
COc1ccccc1CNc1ccc(N2C(=O)C3CCCCC3C2=O)cc1[N+](=O)[O-] (centres undefined) | -24
CCOC(=O)c1cc2occc2n1CC(=O)Nc1ccc(OC)cc1OC | -2
CC(=O)Nc1cccc(Cn2cccn2)c1 | 0

Next section
SMILES | 14-3-3 PPI
CCCn1c(SCc2ccc(Cl)cc2)nc2c1c(=O)[nH]c(=O)n2C | -1
OC(CNCC1CCCO1)Cn1c2ccccc2c2ccccc21 (centres undefined) | -1&1
CC(C)C(NC(=O)C1CCCCC1)C(=O)NCc1ccco1 (centres undefined) | -11
CCC(=O)N1CCc2cc(Br)cc(S(=O)(=O)N3CCCC(C(=O)NCc4cccs4)C3)c21 (centres undefined) | -12
CC(=O)N1CN(Cc2ccccc2)Cc2c1sc1c2CCCC1 | -2
CC(C)c1ccc(S(=O)(=O)N2CCN(Cc3cccc(F)c3)CC2)cc1 | 2
O=C1CCCN1c1ccc(S(=O)(=O)NCc2ccco2)cc1 | -2
COc1ccccc1Nc1cc(C(=O)NCCCN2CCCCCC2)c2ccccc2n1 | -17
CCOC(=O)Cc1nnc(NC(=O)C(CC)Sc2nncn2C)s1 (centres undefined) | 3
COc1cc2c(cc1NC(=O)CCC1CCCCC1)oc1ccccc12 | -2
COC(=O)C(C(C)=O)C1c2ccccc2Sc2ccccc21 (centres undefined) | -2
O=C(CCCN1C(=O)c2cccc([N+](=O)[O-])c2C1=O)Nc1cccc2ccccc12 | -50
CC(=O)Nc1ccc(C=Cc2ccc(NC(C)=O)cc2)cc1 | 2
Cc1oc(-c2cccs2)nc1CSCC(=O)NCC1CCCO1 (centres undefined) | 4
O=C(O)[C@H](Cc1ccccc1)NC(=O)N1CCOCC1 | -4
CC1(C)CC(=O)C2=C(C1)c1c(ccc3ncccc13)NC2c1ccc(-c2ccccc2)cc1 (centres undefined) | -5
CCOC(=O)C1CCN(S(=O)(=O)c2ccc(NC(=O)OC)cc2)CC1 | -7
COc1ccc(N(CC(=O)N2CCOCC2)S(=O)(=O)c2ccccc2)cc1Cl | -3
CCOc1ccc2nc(NC(=O)Nc3ccc(F)cc3)sc2c1 | -12
CCOC(=O)Nc1cccc(Nc2ccccc2)c1 | -3
Cc1ccccc1N1C(=O)C2C(C1=O)C1(C(C)C)C=CC2(C)CC1 (centres undefined) | -18
COc1ccccc1C1SCCN1S(=O)(=O)c1ccc(Br)cc1 (centres undefined) | -2
CS(=O)(=O)N1CCN(C2CCN(Cc3ccccc3)CC2)CC1 | 3
CS(=O)(=O)c1ccc(Sc2nc3ccccc3s2)c([N+](=O)[O-])c1 | 5

Sorted by value in 14-3-3 PPI (high to low): 3 of the compounds above.
SMILES | 14-3-3 PPI
O=C(O)[C@H](Cc1ccccc1)NC(=O)N1CCOCC1 | -4
CCOc1ccc2nc(NC(=O)Nc3ccc(F)cc3)sc2c1 | -12
Cc1ccccc1N1C(=O)C2C(C1=O)C1(C(C)C)C=CC2(C)CC1 (centres undefined) | -18

Next structures:
SMILES | 14-3-3 PPI
CC(CN1CCN(C)CC1)OC(=O)c1ccccc1Cl (centres undefined) | 5
CC(=O)Nc1c(I)c(NC(C)=O)c(I)c(C(=O)O)c1I | -7
O=[N+]([O-])c1ccc(Sc2c(-c3ccccc3)nc3sccn23)cc1 | -7
CCCCCn1c(=O)[nH]c2cc(C(=O)Nc3cc(OC)cc(OC)c3)ccc2c1=O | -2
O=C(Cn1nc(-c2ccc(Cl)cc2)ccc1=O)NCCc1ccc(Cl)cc1 | -1
CCCCc1nc(-c2ccc(Br)cc2)no1 | 6
CCC(C)NC(=O)C(Cc1ccccc1)n1cccc1 (centres undefined) | -1
CC(CCc1ccccc1)NC(=O)C1c2ccccc2C(=O)N(C)C1c1cn(C)c2ccccc12 (centres undefined) | -8
Cc1ccc(Cl)cc1N1CCN(C(=O)c2cccn3c(=O)c4cc5ccccc5cc4nc23)CC1 | 7
COc1ccc(S(=O)(=O)CCC(=O)OCC(=O)c2ccccc2)cc1 | -2
Cc1ccc(S(=O)(=O)Nc2ccc3c(c2)c(C(=O)OC(C)C)c(C)n3S(=O)(=O)c2ccc(C)cc2)cc1 | -54
CCOc1cccc2cc(-c3csc(Nc4cccc(F)c4)n3)c(=O)oc12 | -10
COC(=O)c1ccc(C2CC(=O)NC(C)=C2C(=O)OCc2ccccc2)cc1 (centres undefined) | -1
COc1ccc(NC(=O)c2ccc(Cc3ccc(C)cc3)o2)cc1 | -3
CCCS(=O)(=O)N1CCCC(C(=O)NCCN2CCCCCC2)C1 (centres undefined) | -4
O=C(CN1CCCCC1)Nc1cc(Cl)ccc1Cl | -9
O=C1C(=O)N(CCN2CCOCC2)C(c2ccccc2F)/C1=C(\O)c1ccc(Cl)cc1 (centres undefined) | -6
N#Cc1cn(C(=O)CCCCCN2C(=O)c3ccccc3C2=O)nc1N | -16
COC(=O)c1c(NC(=O)COc2cccc(C)c2C)sc(C)c1C | -20
CCS(=O)(=O)N1CCN(S(C)(=O)=O)CC1 | -5
CC1Cc2ccccc2N1C(=O)CCNS(=O)(=O)c1cccc2nsnc12 (centres undefined) | 3&-2
Cc1ccc(-n2nc3ccc(NC(=O)c4cc([N+](=O)[O-])ccc4Cl)cc3n2)cc1C | -11
COc1ccccc1NC(=O)CN1C(=O)C2(OCCCO2)c2ccccc21 | 4
O=C(CSc1nnc2sc3ccccc3n12)Nc1ccc(Cl)cc1 | 0
Cc1ccc(NC(=O)c2sc(=S)n(-c3cc(C)ccc3F)c2N)cc1 | -10
CCOC(=O)C1CCN(CCC(=O)Nc2ccccc2OC)CC1 | 2
O=c1oc2c(cc(NS(=O)(=O)c3cccs3)c3ccccc32)s1 | -123
CCOc1ccc(C2=NC(c3ccc(OC)cc3)NC(c3ccccc3O)C2)cc1 (centres undefined) | -3
Cc1ccc(-c2noc(CCC(=O)NCCc3ccccc3Cl)n2)cc1 | -8
COc1ccc(-c2noc(CCC(=O)Nc3cccc(C)c3)n2)cc1 | -10
CCOC(=O)C1=C(C)NC2=C(C(=O)CCC2)C1c1ccc(C)cc1 (centres undefined) | -2
CCOc1cc2[nH]c(=O)n(CCCCC(=O)NCc3ccco3)c(=O)c2cc1OCC | -3
COc1ccc(NS(=O)(=O)c2c(C)noc2C)cc1 | 3
CC1CCCCN1C(=O)CSc1nc2ccccc2n1CC(=O)N1CCc2ccccc21 (centres undefined) | -7
CC1=CCC(C(=O)O)C(C(=O)Nc2nc3ccc(S(C)(=O)=O)cc3s2)C1 (centres undefined) | 8
CCOC(=O)C1=C(C)N=C2SCC(=O)N2C1c1ccc(O)cc1 (centres undefined) | 6
Cc1cc(C(C)(C)C)cc(C)c1COC(=O)C1CCC(=O)N1 (centres undefined) | -5
Nc1nc(-c2ccco2)nc(N2CCCCC2)n1 | -6
CCn1c(C=Cc2ccco2)nc2ccccc21 | -24
Cc1ccc(C(=O)Nc2sc3c(c2C(=O)N2CCCC2)CCC(C)C3)cc1 (centres undefined) | -2
O=C1CC(N2CCN(C3CCc4ccccc4C3)CC2)C(=O)N1c1ccccc1 (centres undefined) | -8
COc1ccccc1CNC(=O)Cn1cnc2sc(C)cc2c1=O | 2
Cc1ccc(C)c(NC(=O)c2ccc(CN(c3ccc(C)c(C)c3)S(C)(=O)=O)cc2)c1 | 6
COCCN(CC(=O)NCc1ccc(F)cc1)C(=O)CCC(=O)Nc1nccs1 | -11
COc1ccccc1NC(=O)N(Cc1ccco1)Cc1cc2c(C)ccc(C)c2[nH]c1=O | -5
CC1CCN(C(=O)Nc2ccc3nsnc3c2)CC1 | -6
CCOC(=O)C(CC)Sc1nnc(-c2c[nH]c3ccccc23)n1C (centres undefined) | -7
O=C(NCCN1CCC(Cc2ccccc2)CC1)C1CCCN(S(=O)(=O)c2cnc[nH]2)C1 (centres undefined) | 4
CC(=O)c1ccc(N2CCN(CCC#N)CC2)c(F)c1 | -6
COc1ccc(-c2cc(C(=O)NCCC(C)C)c3ccccc3n2)cc1 | 4
N#Cc1cccc(N2CCOC(=O)N2)c1 | -3
CC(C)NC(=O)CC(C)(C)CC1=NS(=O)(=O)c2ccccc2N1 | -5
COc1cc(C2Oc3c(OC)cccc3C3CC(c4cccnc4)=NN32)cc(OC)c1OC (centres undefined) | -4
Cc1cccc(C(=O)N2CCN(Cc3ccc4c(c3)OCO4)CC2)c1 | 1
C=CCOc1ccccc1CNCc1cccnc1 | -5
COc1ccc(C(=O)N2CCN(S(=O)(=O)c3cc(Cl)ccc3OC)CC2)cc1 | -7&2
Cc1ccccc1-n1nc2c(c1NC(=O)c1ccco1)CS(=O)(=O)C2 | -10
c1ccc2c(c1)ccc1ncccc12 | -5
O=C1C2C(c3ccccc3)C=CC(c3ccccc3)C2C(=O)N1c1ccccc1F (centres undefined) | 0
Cc1csc(=Nc2c(C)n(C)n(-c3ccccc3)c2=O)n1Cc1ccccc1 | -2

Look-ups from the entries so far.
COc1ccccc1NC(=O)N(Cc1ccco1)Cc1cc2c(C)ccc(C)c2[nH]c1=O in 14-3-3 PPI = -5
CC(=O)Nc1ccc(C=Cc2ccc(NC(C)=O)cc2)cc1 in 14-3-3 PPI = 2

Next part
SMILES | 14-3-3 PPI
COc1ccc(CN2CCN(S(=O)(=O)c3ccc(NC(C)=O)cc3)CC2)cc1OC | -2
Cc1ccc(-n2nc3c(c2NC(=O)c2cccc(Br)c2)CSC3)cc1 | 6
CCOc1cc(-c2nc3ccccn3c2N=Cc2cc3c(cc2Cl)OCO3)ccc1O | 5
O=C(C1CCCN(S(=O)(=O)Cc2ccccc2)C1)N1CCC(Cc2ccccc2)CC1 (centres undefined) | -3
CCN(CC)CCn1c2ccccc2c2nc3ccccc3nc21 | -6
CC(=O)c1ccc(NC(=O)c2oc(=O)c3ccccc3c2-c2ccc(C)cc2)cc1 | 3
O=C(Nc1cnn(Cc2ccc(Cl)cc2Cl)c1)c1cc(-c2cccs2)on1 | -24
CCCC1(NC(=O)Cc2ccccc2)CCCC1 | -12
O=C1CC(C(=O)NC2CCCCC2)C2(CCCCC2)O1 (centres undefined) | -2
O=C(Nc1ccccn1)C(O)c1ccccc1 (centres undefined) | -13
COc1ccc(C)cc1Nc1n[nH]c(C)c1[N+](=O)[O-] | 0
Cc1ccc(CNC(=O)c2ccc3c(=O)n(Cc4ccco4)c(=S)[nH]c3c2)cc1 | -122
COc1ccc(-c2nnc3sc(C(C)N4C(=O)c5ccccc5C4=O)nn23)cc1 (centres undefined) | 4
COCCN(CC(=O)Nc1ccccc1C)S(=O)(=O)c1ccc(S(=O)(=O)N2CCCC2)cc1 | -9
CN(C)CCNC(=O)C1(O)c2cc(Br)ccc2NC(=O)N1c1ccccc1 (centres undefined) | 0
CCC1(CC)Cc2ccccc2C(N)=C1C#N | 0
CC1CCCCC1NS(=O)(=O)c1ccc(S(=O)(=O)NCc2ccncc2)cc1 (centres undefined) | -2
O=C(NCc1ccccc1)c1cnc2n(c1=O)CCS2 | -2
O=S(=O)(c1ccc(S(=O)(=O)N2CCN(C/C=C/c3ccccc3)CC2)cc1)N1CCCC1 | -1
COc1ccc(C)cc1NC(=O)C(NS(=O)(=O)c1ccc2c(c1)CCN2C(C)=O)C(C)C (centres undefined) | -16
CC(C)(C)Cc1ccc(OCC(=O)O)c(CC(C)(C)C)c1 | -2
CC(=O)c1ccc(N=Cc2cccc([N+](=O)[O-])c2)cc1 | -4
CCC(C)Sc1nc2c(c(=O)[nH]c(=O)n2C)n1CCc1ccccc1 (centres undefined) | 6
CCc1ccc(-c2cc(C(=O)N3CCN(c4ncccn4)CC3)c3ccccc3n2)cc1 | -7
COc1ccccc1N1CCN(C(=O)c2oc3ccccc3c2C)CC1 | 3
O=C(c1ccco1)N1CCN(S(=O)(=O)c2cccc3nonc23)CC1 | -8
CCc1nn(CC(=O)NCCN2CCN(C)CC2)c(=O)c2cc3occc3n12 | -1

Structural class, those above containing a thiophene ring, fused or not (8)
SMILES | 14-3-3 PPI
CCC(=O)N1CCc2cc(Br)cc(S(=O)(=O)N3CCCC(C(=O)NCc4cccs4)C3)c21 (centres undefined) | -12
CC(=O)N1CN(Cc2ccccc2)Cc2c1sc1c2CCCC1 | -2
Cc1oc(-c2cccs2)nc1CSCC(=O)NCC1CCCO1 (centres undefined) | 4
COC(=O)c1c(NC(=O)COc2cccc(C)c2C)sc(C)c1C | -20
O=c1oc2c(cc(NS(=O)(=O)c3cccs3)c3ccccc32)s1 | -123
Cc1ccc(C(=O)Nc2sc3c(c2C(=O)N2CCCC2)CCC(C)C3)cc1 (centres undefined) | -2
COc1ccccc1CNC(=O)Cn1cnc2sc(C)cc2c1=O | 2
O=C(Nc1cnn(Cc2ccc(Cl)cc2Cl)c1)c1cc(-c2cccs2)on1 | -24

Screens (PubChem BioAssay)
